Assay outcomes: PubChem BioAssay, National Center for Advancing Translational Sciences (NCATS)
LDHA block: inhibitors of human lactate dehydrogenase A; activity change, % (values are at about 110 or 230 µM); purified LDHA, NADH/diaphorase-resazurin fluorescence; active compounds read low; 0.15% of 480,000 active; in the data active means activity change below about -30%; inconclusive means mostly about -25% to -30%;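 further: plate controls were DMSO wells for no effect and wells without enzyme for full effect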
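Human LDH5 at 2 nM final in Tris HCl pH 7.4 with 0.06 mM NADH and 0.2 mM pyruvate, reacted 5 minutes at room temperature. Remaining NADH coupled via diaphorase/resazurin; resorufin fluorescence read at 0 and 20 minutes, normalized to enzyme-free and DMSO wells.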
ALOX12 inh: blocks human arachidonate 12S-lipoxygenase | P18054 | purified 12hLO, xylenol orange hydroperoxide absorbance | Potency, µM (top dose mostly 108 µM), for inactives: at the highest dose activity change, negative = inhibition, usual class: inhibitors | 1.1% of 580,000 active | AID 1671190; active means well fitted inhibition curve with a large enough effect; inconclusive means small, poorly fitted or top-dose-only effect, or another doubt; inactive means no such curve, though single readings can be large or run the other way; further: potency means the concentration at half of the fitted maximal effect
Target sequence (P18054 whole entry, looked up): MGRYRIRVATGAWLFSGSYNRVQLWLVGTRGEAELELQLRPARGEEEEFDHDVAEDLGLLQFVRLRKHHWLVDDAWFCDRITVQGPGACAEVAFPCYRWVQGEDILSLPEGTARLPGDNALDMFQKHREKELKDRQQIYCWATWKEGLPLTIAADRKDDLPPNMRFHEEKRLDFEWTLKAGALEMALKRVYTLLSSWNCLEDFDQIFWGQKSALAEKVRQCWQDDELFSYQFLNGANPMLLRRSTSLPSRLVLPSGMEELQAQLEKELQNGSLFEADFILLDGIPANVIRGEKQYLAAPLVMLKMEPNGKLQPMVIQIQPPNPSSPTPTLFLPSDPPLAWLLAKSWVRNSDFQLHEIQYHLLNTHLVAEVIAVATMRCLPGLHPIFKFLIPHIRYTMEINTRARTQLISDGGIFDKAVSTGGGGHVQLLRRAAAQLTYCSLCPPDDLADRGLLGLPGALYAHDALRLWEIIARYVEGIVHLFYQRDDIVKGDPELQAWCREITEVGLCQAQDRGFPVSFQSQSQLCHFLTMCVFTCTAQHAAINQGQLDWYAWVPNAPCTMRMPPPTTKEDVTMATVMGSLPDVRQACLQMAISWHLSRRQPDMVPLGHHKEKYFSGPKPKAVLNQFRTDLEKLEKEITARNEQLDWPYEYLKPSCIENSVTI
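Hydroperoxide product was detected by ferrous iron/xylenol orange as the 573 to 405 nm absorbance ratio. Arachidonic acid at 40 uM (final) was turned over for 30 min at room temperature by 150 nM human 12hLO, pH 7.0 Hepes buffer, after 15 min compound preincubation.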
* hit, by the source's call; [ ] = remark or other dose. Unless noted, on the % scale 0 is the no-effect control and ±100 the full control effect. These rows are one share of the data (hit frequency here may not be typical).

The opening 2 entries, ahead of the listing:
`COc1cc(C(=O)Nc2ccc(NS(C)(=O)=O)cc2)cc2c1OCCO2` gave LDHA block -1.1 and ALOX12 inh 37.0%[activator].
For Cc1ccc(Cn2c(SCCC(=O)O)nc3c2c(=O)n(C)c(=O)n3C)cc1 the results were LDHA block 2.7 and ALOX12 inh inconclusive.

Main list, from the start:
`COc1cc(C(=O)Nc2ccc(NS(C)(=O)=O)cc2)cc2c1OCCO2` gave LDHA block -1.1 and ALOX12 inh 37.0%[activator].
For Cc1ccc(Cn2c(SCCC(=O)O)nc3c2c(=O)n(C)c(=O)n3C)cc1 the results were LDHA block 2.7 and ALOX12 inh inconclusive.
Screening COC(=O)C(C)(C)NC(=O)CCNC(=O)C1CCCC1 returned LDHA block -6.6 and ALOX12 inh -26.0%.
CCCN1C(=O)C(C)=C(C)C1c1cn(C)c2ccccc12 (stereo unspecified) was read as LDHA block -15.0 and ALOX12 inh -26.9%.
Screening Cc1ccc(C)c(/C=C/c2ccc3cccc(O)c3n2)c1 returned LDHA block inconclusive and ALOX12 inh -14.2%.
`CN(Cc1cccc(Cl)c1Cl)c1ccc(S(N)(=O)=O)cn1` gave LDHA block -0.3 and ALOX12 inh -16.4%.
`CC(C)c1ccc(NC(=O)C2CC(=O)NC(N3CCN(c4ccc(F)cc4)CC3)=N2)cc1` (stereo unspecified) gave LDHA block -1.0 and ALOX12 inh 5.2%.
`CC[N+](CC)(CC#Cc1ccccc1)CC(=O)OC` gave LDHA block 6.0 and ALOX12 inh -26.5%.
`Cc1nc(C)c(CC(=O)Nc2nnc(C)s2)c(=O)[nH]1` gave LDHA block 6.1 and ALOX12 inh -1.1%.
Screening COc1ccc(-c2coc3cc(OCC(=O)NCc4cccc(Cl)c4)ccc3c2=O)cc1 returned LDHA block -0.6 and ALOX12 inh 0.7%.
For c1cc(CNCCCn2ccnc2)ccn1 the results were LDHA block -1.1 and ALOX12 inh inconclusive.
For CNC(NC(=O)c1ccc(C)cc1)C(Cl)(Cl)Cl (stereo unspecified) the results were LDHA block -1.5 and ALOX12 inh 3.2%.
`CCOC(=O)N1CCN(C(=O)c2cc(-c3cccs3)nc3ccccc23)CC1` gave LDHA block -15.7 and ALOX12 inh 27.0%.
Screening Cn1c(SCC(=O)N2CCc3ccccc32)nnc1-c1cccc(F)c1 returned LDHA block 4.7 and ALOX12 inh 5.5%.
`Cc1ccc(-c2nc3cc(Cl)ccc3o2)cc1NC(=O)c1ccc([N+](=O)[O-])o1` gave LDHA block -3.5 and ALOX12 inh -22.9%.
`CCn1nc(C(=O)OCc2nc(-c3ccccc3)no2)c2ccccc2c1=O` gave LDHA block 0.1 and ALOX12 inh -4.4%.
C=CCn1c(=O)c2c(nc(-n3nc(C)c(C)c3C)n2CC)n(C)c1=O was read as LDHA block 3.0 and ALOX12 inh 6.1%.
O=C(Nc1nc(-c2ccncc2)cs1)c1ccc(S(=O)(=O)N2CCCCC2)cc1 was read as LDHA block -10.2 and ALOX12 inh -3.2%.
Screening O=C(c1ccco1)N1CCN(C(=O)c2ccco2)CC1 returned LDHA block -9.9 and ALOX12 inh -7.0%.
CC(=O)Nc1ccc(NC(=O)c2cn(Cc3ccccc3)nc2-c2ccc(Cl)cc2)cc1 was read as LDHA block 2.9 and ALOX12 inh 7.8%.

Overlap with the part before: 4 entries, followed by the next part.
C=CCn1c(=O)c2c(nc(-n3nc(C)c(C)c3C)n2CC)n(C)c1=O was read as LDHA block 3.0 and ALOX12 inh 6.1%.
O=C(Nc1nc(-c2ccncc2)cs1)c1ccc(S(=O)(=O)N2CCCCC2)cc1 was read as LDHA block -10.2 and ALOX12 inh -3.2%.
Screening O=C(c1ccco1)N1CCN(C(=O)c2ccco2)CC1 returned LDHA block -9.9 and ALOX12 inh -7.0%.
CC(=O)Nc1ccc(NC(=O)c2cn(Cc3ccccc3)nc2-c2ccc(Cl)cc2)cc1 was read as LDHA block 2.9 and ALOX12 inh 7.8%.
`NC(N)=N/N=C/c1ccc(-c2ccccc2)cc1` gave LDHA block 2.3 and ALOX12 inh -5.0%.
For COc1ccc(NC(=O)CCc2c(C)c3ccc(OC)cc3oc2=O)c(OC)c1 the results were LDHA block 6.2 and ALOX12 inh -4.6%.
Cc1cccc(NC(=O)C(C)Sc2ccccc2C(=O)NCC(=O)C(C)(C)C)c1 (stereo unspecified) was read as LDHA block -1.8 and ALOX12 inh -12.4%.
For CCOc1ccc2c(c1)O/C(=C\c1ccc(OS(C)(=O)=O)c(OC)c1)C2=O the results were LDHA block -1.7 and ALOX12 inh 0.8%.
Screening CCCN(CC#Cc1ccccc1)CCC returned LDHA block -22.7 and ALOX12 inh inconclusive.
For O=C(O)CC(NC(=O)Cc1ccc(Cl)cc1)c1ccc(F)cc1 (stereo unspecified) the results were LDHA block -5.7 and ALOX12 inh -17.7%.
CC(C)c1nnc(NC(=O)c2c[nH]c3ccccc3c2=O)s1 was read as LDHA block 1.1 and ALOX12 inh -4.6%.
`O=c1oc2ccccc2cc1-c1nc(-c2ccc(N3CCCCC3)cc2)no1` gave LDHA block -7.1 and ALOX12 inh 0.5%.
COc1ccc(Nc2nc(-c3ccccc3O)nc3ccccc23)c(OC)c1 was read as LDHA block -8.3 and ALOX12 inh -1.6%.
Screening O=C1c2ccccc2C(c2nc3ccccc3[nH]2)N1c1ccccc1 (stereo unspecified) returned LDHA block 0.7 and ALOX12 inh inconclusive.
Screening NC(C(=O)O)c1cccnc1 (stereo unspecified) returned LDHA block 5.8 and ALOX12 inh inconclusive.
Screening Cn1c(=O)c2[nH]c(N3CCN(Cc4ccc(F)cc4)CC3)nc2n(C)c1=O returned LDHA block 9.1 and ALOX12 inh inconclusive.
CC(C)NC(=O)Cn1ccc2ccc(Cl)cc21 was read as LDHA block -1.0 and ALOX12 inh -9.6%.
Screening O=C(CSc1nc2ccccc2c(=O)n1-c1ncn[nH]1)Nc1ccccc1 returned LDHA block -9.2 and ALOX12 inh 23.7%.
COC(=O)C1=C(C)NC(=O)C1(NC(=O)c1ccc(F)cc1)C(F)(F)F (stereo unspecified) was read as LDHA block 5.1 and ALOX12 inh 3.6%.
`CCOc1ccc(C(=O)Nc2cccc(-c3nc4ccccc4o3)c2C)cc1[N+](=O)[O-]` gave LDHA block -7.6 and ALOX12 inh -20.7%.
`CCc1cc(C(c2ccc3c(c2)OCO3)N2CCN(C)CC2)c(NC(=O)c2ccco2)s1` (stereo unspecified) gave LDHA block 0.5 and ALOX12 inh inconclusive.
For Cc1ccc(C(=O)CC(Nc2ccc(Cl)cc2)c2ccccc2)cc1 (stereo unspecified) the results were LDHA block 5.6 and ALOX12 inh inconclusive.
Screening Cc1cnc2c(S(=O)(=O)NCCCN3CCCC3)cccc2c1 returned LDHA block -5.7 and ALOX12 inh -16.6%.
For O=C(CCN1CCC(c2ccccc2)C1)c1cccc2ccccc12 (stereo unspecified) the results were LDHA block -18.2 and ALOX12 inh 25.1µM*.
Screening COc1cc(/C=N/O)ccc1OCc1ccc(NC(C)=O)cc1 returned LDHA block 3.0 and ALOX12 inh 4.8%.
Cn1c(=O)c2cc(NC(=O)NCc3ccccc3)ccc2n1Cc1ccc(Cl)cc1 was read as LDHA block -0.3 and ALOX12 inh -18.3%.
`C=CCNc1nc(C(=O)OCc2ccc(C#N)cc2F)cs1` gave LDHA block 2.7 and ALOX12 inh inconclusive.
`CNC(=O)C1CCCCN1C(=O)Cc1nc(-c2ccccc2)oc1C` (stereo unspecified) gave LDHA block 0.5 and ALOX12 inh -25.1%.
O=C(CC1CCN(C(=O)c2ccc3nc(-c4ccccc4)oc3c2)CC1)NCCN1CCCCC1 was read as LDHA block 3.7 and ALOX12 inh -6.2%.
Screening Cc1cc(C)c2cc(C(=O)N3CCCC(C)C3)[nH]c2c1C (stereo unspecified) returned LDHA block -12.9 and ALOX12 inh -22.0%.
Screening COc1ccc(-c2c(NC(=O)CC(C)C)oc3c(C)cccc3c2=O)cc1 returned LDHA block 0.0 and ALOX12 inh 25.1%.
`CCCCCc1ccc(C(=O)Oc2cccc(OC(=O)c3ccc(CCCCC)cc3)c2)cc1` gave LDHA block -0.1 and ALOX12 inh -1.6%.
For Cc1cccc(OCCCN)c1 the results were LDHA block 1.9 and ALOX12 inh inconclusive.
Screening C/C(=N\NC(N)=O)C1=CC(C)(C)CCC1 returned LDHA block 3.4 and ALOX12 inh -49.2%.
`Cc1ccc(Nc2cccc3ccccc23)cc1` gave LDHA block inconclusive and ALOX12 inh -25.6%.
`CCOC(=O)c1cnc(Nc2ccc(OC)cc2OC)c2ccccc12` gave LDHA block 9.6 and ALOX12 inh 3.2%.
Nc1cc(Cl)ccc1OCC1CCCO1 (stereo unspecified) was read as LDHA block 6.0 and ALOX12 inh 2.6%.
For CCOC(=O)C1(C)CCN1C(=O)c1ccccc1OC(F)(F)F (stereo unspecified) the results were LDHA block 0.4 and ALOX12 inh 23.7%.
Screening O=C(/C=C/c1cccc2ccccc12)NC1CCCCC1 returned LDHA block 4.7 and ALOX12 inh -0.4%.
`CCNc1nc2ccccc2nc1C(C#N)S(=O)(=O)c1ccc(C)cc1` (stereo unspecified) gave LDHA block 2.4 and ALOX12 inh inconclusive.
Screening CCC(CO)(CO)NC(=O)c1nc(-c2cccc3[nH]ccc23)no1 returned LDHA block -0.6 and ALOX12 inh 2.2%.
`COC(=O)[C@@H](C)NC(=O)NCCCCCO` gave LDHA block 0.5 and ALOX12 inh inconclusive.
CS(=O)(=O)Cc1cccc(C(=O)NC(Cc2ccccc2)c2ccccc2)c1 (stereo unspecified) was read as LDHA block 0.2 and ALOX12 inh inconclusive.
CC(C)Cc1ccc(C(=O)c2cccs2)cc1 was read as LDHA block 10.1 and ALOX12 inh 63.8%[activator].
`Cc1cccc(C(N)=O)n1` gave LDHA block 0.0 and ALOX12 inh -17.0%.
`NC(Cc1ccc(C(F)(F)F)cc1)c1csc(Nc2ncccn2)n1` (stereo unspecified) gave LDHA block -7.2 and ALOX12 inh 6.0%.
COc1ccc(NC(=O)CSc2nnc(-c3ccncc3)n2-n2cccc2)cc1 was read as LDHA block 7.0 and ALOX12 inh -9.4%.
`COc1cc(N(C)C)ccc1[C@]1(O)C(=O)N(C)c2ccc(Br)cc21` gave LDHA block 5.8 and ALOX12 inh -14.0%.
Screening NC(=O)C1CCCCC1=O (stereo unspecified) returned LDHA block 0.3 and ALOX12 inh -10.9%.
COc1ccccc1-n1cnnc1SCC(=O)c1ccc2c(c1)CCCC2 was read as LDHA block -0.6 and ALOX12 inh 12.8%.
`CCNc1nc(SCC(=O)NC(=O)NC)nc2ccccc12` gave LDHA block 6.2 and ALOX12 inh -43.2%.
`COc1ccc2c(C)c(CCC(=O)Nc3ccccc3N3CCCC3)c(=O)oc2c1` gave LDHA block 4.0 and ALOX12 inh inconclusive.
`COC(=O)Nc1ccc2ccccc2c1` gave LDHA block 4.7 and ALOX12 inh 5.2%.
`COc1ccc2nc(C(c3ccc(C)cc3)n3c(-c4ccccc4Br)nc4ccccc43)[nH]c2c1` (stereo unspecified) gave LDHA block 2.1 and ALOX12 inh inconclusive.
Screening Cc1cc(C)c2c(N)c(C#N)sc2n1 returned LDHA block 0.3 and ALOX12 inh -1.5%.
`Cc1ccc(-c2nc(N3CCOCC3)nc3ccccc23)cc1` gave LDHA block 4.5 and ALOX12 inh 0.4%.
For CC1(Cc2ccc(F)c(Cl)c2)C(=O)Nc2c(Cl)cccc21 (stereo unspecified) the results were LDHA block -0.8 and ALOX12 inh inconclusive.
For CC(=O)Nc1ccc(NC(=O)Cn2ccc3ccc(Cl)cc32)cc1 the results were LDHA block -1.0 and ALOX12 inh -23.6%.
Screening COC(=O)C1=C(N)OC2=C(C(=O)CCC2)C1c1ccc(Cl)cc1Cl (stereo unspecified) returned LDHA block 5.5 and ALOX12 inh -12.0%.
For O=C(CCc1c[nH]c2ccccc12)NCCc1c[nH]c2ccccc12 the results were LDHA block -0.1 and ALOX12 inh -28.6%.
CCn1nnc2cc(C(=O)Nc3nc(-c4ccc5c(c4)CC(=O)N5)cs3)ccc21 was read as LDHA block -2.6 and ALOX12 inh -26.0%.
`COc1ccc2nc(NC(=O)Nc3ccc(C)cc3)sc2c1` gave LDHA block 5.4 and ALOX12 inh -3.8%.
COc1cc2[nH]c(C(=O)NCCCN(C)C)cc2c(OC)c1OC was read as LDHA block -1.1 and ALOX12 inh -22.5%.
`CC(C)(C)c1cc(NC(=O)C2(C)CCN2C(=O)C2(c3ccccc3)CC2)no1` (stereo unspecified) gave LDHA block -6.3 and ALOX12 inh -4.1%.
CC(C)c1c(C(=O)NCc2cccnc2N2CCOCC2)cnn1-c1ccc(F)cc1 was read as LDHA block -7.5 and ALOX12 inh 6.4%.
For Cc1cccc(N=Cc2ccccc2[N+](=O)[O-])c1 the results were LDHA block 5.3 and ALOX12 inh 7.2%.
Cc1cc(C)cc(NC(=O)NCc2c(C)nn(C)c2C)c1 was read as LDHA block 0.7 and ALOX12 inh 0.5%.
For CCCCn1c(CCC(=O)NCc2ccc(OC)cc2)nc2c1c(=O)[nH]c(=O)n2CCCC the results were LDHA block -1.7 and ALOX12 inh -28.3%.
Screening Cn1c(=O)c2c(nc(N3CCCCC3)n2CCSc2nnnn2-c2ccccc2)n(C)c1=O returned LDHA block 6.3 and ALOX12 inh inconclusive.
CC(=O)Nc1ccc(CN2C(=O)C(C)(C)ON=C2c2ccc(C(F)(F)F)cc2)cc1 was read as LDHA block -0.4 and ALOX12 inh -1.1%.
Screening Cc1ncsc1C(=O)NCc1ccccc1 returned LDHA block 0.4 and ALOX12 inh inconclusive.
